# APEX1 inh: inhibitors of human APE1 endonuclease. P27695. recombinant APE1, TAMRA/BHQ-2 abasic DNA cleavage fluorescence. Potency, µM (doses to about 65.8 µM), without a hit: top-dose activity change, negative = inhibition, most hits filed as inhibitors. 350,000 tested, 0.35% active. AID 2517;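 further: potency means the concentration at half of the fitted maximal effect; plate controls were vehicle for no effect and reference inhibitor for full effect; nearly all actives have a fitted effect of over 55% in size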
#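 Endonuclease cleavage of a quenched abasic-site DNA duplex (50 nM) by APE1 (0.75 nM) was tracked by TAMRA dequenching. Compounds were preincubated with enzyme 15 min at room temperature; data normalized to buffer-only and DMSO wells plus NSC13755 control.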
# Pol beta inh: inhibitors of human DNA polymerase beta. P06746. Pol beta primer extension/strand displacement, fluorescence kinetic. Potency, µM (doses to about 114 µM), inactives show top-dose activity change, negative = inhibition, most hits filed as inhibitors. 340,000 tested, 1.3% active. AID 485314; further: potency means the concentration at half of the fitted maximal effect; on the % scale 0 is the no-effect control and ±100 the full control effect
#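 Pol beta (10 nM) and compounds were preincubated 15 min at room temperature, then 50 nM substrate (final) started primer extension/strand displacement. Reads were taken at 0 and 10 min; concentration-response data were fitted to a four-parameter Hill equation.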
# RGS4 inh: blocks human RGS4-accelerated GTP hydrolysis. AID 504845. Potency, µM (doses to about 114 µM), inactives show top-dose activity change, negative = inhibition, hits mostly inhibitors. 390,000 tested, 0.039% active. P49798. Transcreener GDP fluorescence polarization, RGS4-accelerated GTP hydrolysis; further: potency means the concentration at half of the fitted maximal effect; on the % scale 0 is the no-effect control and ±100 the full control effect; nearly all actives have a fitted effect of over 75% in size; some results filed as inactive show a strong effect at the top dose
#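 MLSMR compounds (23 nl, pin-transferred) preincubated 10 min at room temperature with a 500nM (2x) first reagent, then RGS4 at 900nM (2x) plus Transcreener GDP mix added; fluorescence polarization (620/688 nm) read before and after 90 min at 30 °C.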
# 12-LOX inh: inhibitors of human 12S-lipoxygenase ALOX12. purified 12hLO, xylenol orange hydroperoxide absorbance. AID 1671190. Potency, µM (highest dose often 108 µM), inactives show top-dose activity change, negative = inhibition, hits mostly inhibitors. P18054. 580,000 tested, 1.1% active; further: potency means the concentration at half of the fitted maximal effect; on the % scale 0 is the no-effect control and ±100 the full control effect
#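 Hydroperoxide product was detected by ferrous iron/xylenol orange as the 573 to 405 nm absorbance ratio. Arachidonic acid at 40 uM (final) was turned over for 30 min at room temperature by 150 nM human 12hLO, pH 7.0 Hepes buffer, after 15 min compound preincubation.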
# LDHA inh: LDHA (human) enzyme inhibition; purified LDHA, NADH/diaphorase-resazurin fluorescence; active compounds read low; 480,000 tested, 0.15% active; activity change, % (values are at about 110 or 230 µM); P00338; in the data active means activity change below about -30%; inconclusive means mostly about -25% to -30%;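 further: plate controls were DMSO wells for no effect and wells without enzyme for full effect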
#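 Enzyme activity of human lactate dehydrogenase 5 (2 nM; 0.06 mM NADH, 0.2 mM pyruvate, 5 min, RT) is measured via a resazurin/diaphorase fluorescence readout of residual NADH.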
# Pol kappa inh: inhibitors of human DNA polymerase kappa | purified Pol kappa, fluorescent DNA synthesis assay, 10 min | Potency, µM (highest dose often 107 µM), for the others: at the highest dose activity, negative = inhibition, usual class: inhibitors | 400,000 tested, 0.53% active; further: potency means the concentration at half of the fitted maximal effect; on the % scale 0 is the no-effect control and ±100 the full control effect
#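 Activity was followed as the change in fluorescence between reads at 0 and 10 min after starting the reaction with 50 nM substrate. Beforehand, 10 nM polymerase had been preincubated with compound for 15 min at room temperature.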
# Pol eta inh: DNA polymerase eta (human) inhibition; 390,000 tested, 1.2% active; AID 588591; Potency, µM (top dose mostly 114 µM), without a hit: at the top dose activity change, negative = inhibition, actives largely listed as inhibitors; recombinant Pol eta, fluorescent DNA replication assay; further: potency means the concentration at half of the fitted maximal effect; on the % scale 0 is the no-effect control and ±100 the full control effect
# Target sequence (Q9Y253 whole entry, looked up): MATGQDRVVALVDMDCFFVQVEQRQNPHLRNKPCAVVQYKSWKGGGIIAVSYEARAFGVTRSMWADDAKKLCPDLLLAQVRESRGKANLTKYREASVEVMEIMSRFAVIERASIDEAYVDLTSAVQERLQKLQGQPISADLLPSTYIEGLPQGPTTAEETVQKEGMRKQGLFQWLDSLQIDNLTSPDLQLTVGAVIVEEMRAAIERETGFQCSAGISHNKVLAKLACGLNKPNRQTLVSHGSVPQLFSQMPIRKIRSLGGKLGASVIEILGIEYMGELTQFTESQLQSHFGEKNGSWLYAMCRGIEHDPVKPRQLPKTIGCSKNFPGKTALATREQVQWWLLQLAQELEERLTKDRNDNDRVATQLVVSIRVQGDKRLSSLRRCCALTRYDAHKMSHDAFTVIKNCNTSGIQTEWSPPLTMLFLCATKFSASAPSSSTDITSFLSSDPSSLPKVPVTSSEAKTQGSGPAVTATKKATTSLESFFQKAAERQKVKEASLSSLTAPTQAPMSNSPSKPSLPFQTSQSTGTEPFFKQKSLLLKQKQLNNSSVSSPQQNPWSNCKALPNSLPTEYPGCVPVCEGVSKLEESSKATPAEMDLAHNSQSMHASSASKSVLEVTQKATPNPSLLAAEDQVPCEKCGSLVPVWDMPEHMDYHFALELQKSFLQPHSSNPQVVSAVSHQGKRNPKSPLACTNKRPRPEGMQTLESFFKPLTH
#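 Pol eta at 10 nM preincubated with compounds 15 min at room temperature; reaction started with fluorescent substrate (50 nM final) and read kinetically at 0 and 10 min.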
# ERG-DNA inh: ERG Ets/DNA interaction inhibition | P11308 | fluorescence polarization, His-ERG Ets domain / labelled DNA | Potency, µM (top dose mostly 76.9 µM), without a hit: at the top dose FP activity, negative = inhibition, usual class: inhibitors | 370,000 tested, 0.028% active; active means well fitted inhibition curve with a large enough effect in the polarisation, with a control signal flat; inconclusive means small, poorly fitted or top-dose-only effect, or effect the other way, or a change in a side signal; inactive means no such curve, though single readings can be large or run the other way; the % refers to the polarisation;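 further: polarization taken with two DNA probes labelled with fluorescein and Texas red; potency means the concentration at half of the fitted maximal effect; % of control where 0% means no effect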
#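 His-tagged ERG Ets domain (1 uM in the protein solution; 300mM KCl, 50mM Tris-HCl, 1mM EDTA, 1mM DTT, pH 7.5) received compound, then a probe mix of 5 nM fluorescein-DNA and 100nM Texas-615-DNA. Fluorescence polarization was read for both dyes.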
# Apoferritin bind: binds horse apoferritin like a general anesthetic; P02791; apoferritin/1-aminoanthracene competitive binding, fluorescence; Potency, µM (highest dose often 77.5 µM), for inactives: at the highest dose activity change, negative = displacement, actives largely listed as inhibitors; 350,000 tested, 0.074% active; AID 485281; further: potency means the concentration at half of the fitted maximal effect; on the % scale 0 is the no-effect control and ±100 the full control effect; nearly all actives have a fitted effect of over 20% in size
# Target sequence (P02791 2-175 limits assumed): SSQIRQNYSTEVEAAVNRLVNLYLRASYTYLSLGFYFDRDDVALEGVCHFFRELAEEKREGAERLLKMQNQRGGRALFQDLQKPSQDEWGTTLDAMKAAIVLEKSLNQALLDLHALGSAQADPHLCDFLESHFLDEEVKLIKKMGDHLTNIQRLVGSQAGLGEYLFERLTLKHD
#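 Probe: 1-aminoanthracene (50% saturated, PBS). Protein: horse-spleen apoferritin, 10 uM. Incubation: 10 min, room temperature. Detection: 380 nm excitation, 535 nm emission. Analysis: normalized response, four-parameter Hill.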
# Starred values were filed as active, the others as inactive; u = inconclusive; x = not tested or not shown; & = joins results of further samples; [ ] = another dose, or the depositor's remark. Unless noted, the call rests on the fitted dose curve; in most records, active means well fitted curve in the direction sought with a large enough effect; inconclusive means small, poorly fitted or top-dose-only effect, or another doubt; inactive means no such curve, though single readings can be large; an effect the other way counts as inactive or inconclusive. Some of the compounds tested; rates above refer to the full screens.
# Letter code – A = APEX1 inh; B = Pol beta inh; C = RGS4 inh; D = 12-LOX inh; E = LDHA inh; F = Pol kappa inh; G = Pol eta inh; H = ERG-DNA inh; I = Apoferritin bind
COc1ccc(CC(=O)Nc2cc(S(=O)(=O)N3CCCCC3)ccc2C)cc1
  A = 11% | B = x | C = -31% | D = -27% | E = 3 | F = -8% | G = -22% | H = 8% | I = x
CCCN1CCN(CCCNC(=O)c2ccc3nc(Cc4ccccc4)oc3c2)CC1
  A = x | B = -21% | C = 18% | D = 2% | E = -6 | F = -5%[60.1 µM] | G = -13% | H = -2% | I = -2%
C=CC[C@@H](Cc1ccc(F)cc1)C(=O)OC[C@H]1CCCN1C(=O)[C@@H](CC=C)CC(=O)N(CCO)Cc1ccccc1
  A = -17% | B = x | C = -12% | D = 6% | E = 6 | F = 2% | G = -25% | H = 4% | I = x
COc1cccc(CN(C)CC(=O)Nc2cccc3ccccc23)c1
  A = 3% | B = -25% | C = 30% | D = u | E = -20 | F = -4% | G = 2% | H = 10% | I = -7%
COc1cccc(C(=O)Nc2nc(-c3nnn(-c4cc(C)ccc4C)c3C)ns2)c1
  A = x | B = -9% | C = -18% | D = 0% | E = -2 | F = -20% | G = -12% | H = 0% | I = -8%
Cc1ccc(Cl)cc1N1CCN(S(=O)(=O)c2c(C(=O)N3CCOCC3)c(C)n(C)c2C)CC1
  A = -5% | B = 11% | C = 19%[11.4 µM] | D = 3% | E = -4 | F = -23% | G = 1% | H = -6% | I = -10%
CCCN1CC(O)=C(C#N)C1=O
  A = -1% | B = 2% | C = 20% | D = -11% | E = -3 | F = -5% | G = -2% | H = -12% | I = -4%
CN(C)S(=O)(=O)c1cccc(NC(=O)COC(=O)CCC(=O)c2cccs2)c1
  A = 17% | B = 12% | C = 20% | D = -8% | E = -12 | F = 3% | G = 5% | H = -7% | I = u
Cc1nonc1OCCNc1ccc([N+](=O)[O-])cc1[N+](=O)[O-]
  A = 2% | B = 21% | C = -10% | D = 3% | E = -4 | F = -6% | G = -2% | H = 5% | I = -7%
Cc1cc(C)c2nc(N3CCC(C(=O)NCc4cccnc4)CC3)sc2c1
  A = u | B = -17% | C = 1% | D = -4% | E = -1 | F = -1%[60.1 µM] | G = -17% | H = 2% | I = -19%
CCOC(=O)C(CCSC)Nc1nc(Cl)nc(Nc2ccc(Cl)cc2)n1 (centres undefined)
  A = x | B = x | C = 3% | D = u | E = -2 | F = -2% | G = -1% | H = 10% | I = x
Cc1ccc(S(=O)(=O)N(CC(=O)N/N=C/c2ccccc2C(=O)O)c2cc(Cl)cc(Cl)c2)cc1
  A = 5% | B = 1% | C = -12% | D = -29% | E = -2 | F = -1% | G = -13% | H = -11% | I = -8%
Cc1cc(N2CCCCC2)nc(SCC(=O)c2ccccc2)n1
  A = 4% | B = 22% | C = -8% | D = 0% | E = 3 | F = -11% | G = -11% | H = 1% | I = u
COc1ccc(CCn2c(=O)c3cccnc3n(CC(=O)Nc3c(C)cc(C)cc3C)c2=O)cc1OC
  A = x | B = 7% | C = 33% | D = 0% | E = 1 | F = -2% | G = -10% | H = -17% | I = 5%
COc1ccc(NC2CCCN(C(=O)C3(C)CCCCC3)C2)cc1OC (centres undefined)
  A = -6% | B = 2% | C = u | D = 11% | E = 8 | F = 10% | G = -9% | H = u | I = 6%
O=C(Nc1cc([N+](=O)[O-])ccc1C(=O)NCCN1CCOCC1)c1ccccc1
  A = 14% | B = 14% | C = -46% | D = -1% | E = 3 | F = -12% | G = -15% | H = -10% | I = -15%
CCc1ccc(NC(=O)Nc2cc(C(=O)NCC3CCCO3)ccc2N2CC3CC(C2)c2cccc(=O)n2C3)cc1 (centres undefined)
  A = 41% | B = -8% | C = -23%[56.9 µM] | D = 0% | E = 0 | F = 0% | G = 2% | H = -18% | I = -16%
Cc1noc(C)c1NC(=O)N(C)C[C@H]1Oc2ccc(NC(=O)NC3CCCCC3)cc2C(=O)N([C@H](C)CO)C[C@@H]1C
  A = 13% | B = x | C = -8% | D = 13% | E = -7 | F = -7% | G = -14% | H = -8% | I = x
O=C1C(=O)N(CCN2CCOCC2)C(c2ccccn2)/C1=C(/O)c1ccc(Cl)cc1 (centres undefined)
  A = -2% | B = 0% | C = 11%[11.4 µM] | D = u | E = 4 | F = -11% | G = -4% | H = -3% | I = 3%
Cc1c(Cl)ccc2c(C(=O)O)cc(-c3ccccc3)nc12
  A = 7% | B = -22% | C = 19%[11.4 µM] | D = -22% | E = -9 | F = -10% | G = 12% | H = 3% | I = -3%
O=C(CN1CCOCC1)NNC(=O)c1ccc([N+](=O)[O-])cc1
  A = 48%[activator] | B = -2% | C = 15% | D = -2% | E = -5 | F = 0% | G = -20% | H = 8% | I = -2%
CCC(C)(C)NC(=O)CN(C(=O)CCC(=O)Nc1nccs1)c1cccc(C)c1C
  A = -8% | B = 20% | C = -17% | D = u | E = -3 | F = -6% | G = -13% | H = 6% | I = -12%
O=S(=O)(Nc1ccc(Cl)cn1)c1ccc2c(c1)OCCO2
  A = 33% | B = x | C = -34% | D = -6% | E = -2 | F = -12% | G = -16% | H = 14% | I = x
COC(=O)c1ccc(N2NC(=O)/C(=C/c3cc(OC)c(OC)c(OC)c3)C2=O)cc1
  A = 16% | B = 14% | C = u | D = u | E = 2 | F = -8%[60.1 µM] | G = -3% | H = 5% | I = 0%
CCOC(=O)C1C(=O)CC(C)(O)C(C(=O)OCC)C1c1ccccc1OC (centres undefined)
  A = -10% | B = 23% | C = 7% | D = -4% | E = -2 | F = -13% | G = 4% | H = 1% | I = -2%

# Next part.
# Order of values: APEX1 inh	Pol beta inh	RGS4 inh	12-LOX inh	LDHA inh	Pol kappa inh	Pol eta inh	ERG-DNA inh	Apoferritin bind
O=[N+]([O-])c1cc(C(F)(F)F)ccc1N1CCN(S(=O)(=O)c2ccc3ccccc3c2)CC1
→ 0%	46%	u	1%	1	-14%	-15%	0%	-23%
Cc1ccc(C)c2sc(NC(=O)c3nc4ccccc4s3)nc12
→ -1%	1%	-15%	27%	-7	-3%	-9%	-5%	-4%
Cc1c(CC(=O)NCc2ccccc2Cl)c(=O)oc2cc(O)ccc12
→ x	5%	7%	-27%	-2	-28%	0%	0%	545%[activator]
Cc1c(-c2cccc(Cl)c2)nc2ccccc2c1C(=O)OCC(=O)Nc1ccc2c(c1)OCO2
→ 5%	14%	-15%	-3%	3	-2%	-4%	-15%	-5%
Clc1ccc2scc(CN3CCCCC3)c2c1
→ -4%	-21%	9%	-3%	-12	8%	0%	-2%	u
Cc1ccc(C)c(NC(=O)C2CC3c4ccccc4C2c2ccccc23)c1 (centres undefined)
→ -1%	2%	u	0%	-10	-6%	-13%	7%	-7%
Nc1ccc2c(c1)C(O)c1cccc(C(=O)O)c1-2 (centres undefined)
→ x	x	-7%	u	8	-26%	u	1%	x
COc1cc2c(=O)n(CCC(=O)NCC3CCCO3)c(=O)n(CC(=O)Nc3ccccc3C)c2cc1OC (centres undefined)
→ -9%	55%&22%	11%&1%	-45%&-26%	2&2	5%&2%	-17%&0%	7%&3%	-4%&-14%
O=C(Nc1ccc(Oc2ccccc2)cc1)c1ccc(Cn2c(=O)[nH]c3ccsc3c2=O)cc1
→ 0%	u	-32%	11%[57.4 µM]	-24	-15%	-13%	2%	-13%
COc1ccc(/C=C/C(=O)Nc2ccccc2)cc1OC
→ 0%	-22%	-27%	5%	-3	0%	-18%	0%	-7%
O=C(NCCN1CCOCC1)c1cc(-c2ccccc2)on1
→ -3%	-1%	28%	10%	-8	2%	-2%	x	5%
CCSc1nc(N2CCOCC2)c2c(c1C#N)CCCC2
→ 1%	15%	5%	u	-1	-21%	-16%	3%	-10%
CCN1CCN(C(=S)NC(C)c2ccccc2)CC1 (centres undefined)
→ 6%	3%	-50%	u	-8	1%	-11%	5%	9%

# As entered above.
# Cc1ccc(C)c2sc(NC(=O)c3nc4ccccc4s3)nc12 – Apoferritin bind = -4%
# O=[N+]([O-])c1cc(C(F)(F)F)ccc1N1CCN(S(=O)(=O)c2ccc3ccccc3c2)CC1 – Pol kappa inh = -14%
# COc1ccc(/C=C/C(=O)Nc2ccccc2)cc1OC – APEX1 inh = 0%
# Cc1c(-c2cccc(Cl)c2)nc2ccccc2c1C(=O)OCC(=O)Nc1ccc2c(c1)OCO2 – Pol kappa inh = -2%

# Gathered by group: the entries above containing an aryl thioether with sulfur outside any ring.
# Order of values: APEX1 inh	Pol beta inh	RGS4 inh	12-LOX inh	LDHA inh	Pol kappa inh	Pol eta inh	ERG-DNA inh	Apoferritin bind
Cc1cc(N2CCCCC2)nc(SCC(=O)c2ccccc2)n1
→ 4%	22%	-8%	0%	3	-11%	-11%	1%	u
CCSc1nc(N2CCOCC2)c2c(c1C#N)CCCC2
→ 1%	15%	5%	u	-1	-21%	-16%	3%	-10%
